Assay outcomes as filed in PubChem.
rad50 – NCI yeast anticancer drug screen, S. cerevisiae rad50 strain. AID 155, 2004. 10% of 79,000 active. growth inhibition, % at 50 µM;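 also: 0% = growth of vehicle-only cultures of the same strain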
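Compounds were tested on a yeast strain with an engineered DNA damage repair alteration; the reported value is growth inhibition normalised to vehicle treatment.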
bub3 – NCI yeast anticancer drug screen, S. cerevisiae bub3 mutant strain. growth inhibition, % at 50 µM. 9.9% of 78,000 active. AID 167, 2004;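 also: 0% = growth of vehicle-only cultures of the same strain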
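Compounds were applied to a genetically altered yeast strain carrying a cell-cycle control defect. Growth inhibition was scored against vehicle-treated controls.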
yeast mlh1 rad18 – NCI yeast anticancer drug screen, S. cerevisiae mlh1 rad18 strain; 11% of 79,000 active; AID 175, 2004; growth inhibition, % at 50 µM;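 also: 0% = growth of vehicle-only cultures of the same strain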
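Cells of a genetically altered yeast strain, deficient in DNA damage repair, were treated with compound. Their growth was then compared with that of vehicle-treated cultures to give inhibition.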
mec2-1 – NCI yeast anticancer drug screen, S. cerevisiae mec2-1 strain; % growth inhibition at 50 µM; 9% of 79,000 active;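 also: 0% = growth of vehicle-only cultures of the same strain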
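Cells of the genetically defined mec2-1 yeast strain are incubated with test compound. Inhibition of growth is calculated against vehicle-treated controls.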
cln2 rad14 – NCI yeast anticancer drug screen, S. cerevisiae cln2 rad14 strain; % growth inhibition at 50 µM; 8.3% of 78,000 active; AID 165, 2004;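 also: 0% = growth of vehicle-only cultures of the same strain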
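Each compound was tested on cln2 rad14 yeast. Inhibition of growth was calculated against vehicle-exposed controls.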
sgs1 mgt1 – NCI yeast anticancer drug screen, S. cerevisiae sgs1 mgt1 strain | % growth inhibition at 50 µM | 10% of 78,000 active | AID 161, 2004;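 also: 0% = growth of vehicle-only cultures of the same strain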
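This yeast growth screen uses a strain with defined DNA-repair lesions; compound-treated growth is compared with vehicle-treated growth.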
An asterisk follows results filed as active; . = not tested or not shown. Rule as the data show it: active = growth inhibition above about 70%; inactive = the rest. Not a hit list; 14% or so of the library scored in one or more.

Start of the data: the first two records as a preview:
(1) CCCC(=O)OCC(C)(C)COC(=O)CCC
(2) CC(=O)OCCn1c2ccccc2nc2cc3c(cc21)c(Cl)c(=O)c1ccccc13

Compound	1	2
rad50	-6	30
bub3	16	-2
yeast mlh1 rad18	7	13
mec2-1	-13	14
cln2 rad14	4	26
sgs1 mgt1	11	21

All compounds of this part, from the first entry:
(1) CCCC(=O)OCC(C)(C)COC(=O)CCC
(2) CC(=O)OCCn1c2ccccc2nc2cc3c(cc21)c(Cl)c(=O)c1ccccc13
(3) Cc1ccnc(NS(=O)(=O)c2ccc(NC3=CC(=O)C(=O)c4ccccc43)cc2)n1
(4) COC(=O)C1(C)CCCC2(C)C1CCC1(O)C2CC2OC2(C(C)C)C1O (centres undefined)
(5) C=C(c1ccccc1)c1cc2c(=O)[nH]ccc2n1C
(6) O=C1C=C(Nc2ccccc2C(=O)CC(=O)C(=O)Nc2cccc(C(F)(F)F)c2)c2ccccc2C1=O
(7) CN(C)C(=S)Oc1ccc(C(C)(C)C)cc1
(8) Nc1ncnc2c1cnn2-c1ccc(Cl)cc1

Compound	1	2	3	4	5	6	7	8
rad50	-6	30	28	-3	14	15	51	42
bub3	16	-2	1	-13	5	18	60	24
yeast mlh1 rad18	7	13	22	3	26	-9	29	48
mec2-1	-13	14	11	-21	-4	-10	-14	9
cln2 rad14	4	26	-31	-31	17	-11	-35	-7
sgs1 mgt1	11	21	7	-1	26	1	40	63

Whole records, looked up by structure:
C=C(c1ccccc1)c1cc2c(=O)[nH]ccc2n1C is listed with rad50: 14; bub3: 5; yeast mlh1 rad18: 26; mec2-1: -4; cln2 rad14: 17; sgs1 mgt1: 26
CN(C)C(=S)Oc1ccc(C(C)(C)C)cc1 is listed with rad50: 51; bub3: 60; yeast mlh1 rad18: 29; mec2-1: -14; cln2 rad14: -35; sgs1 mgt1: 40

(list continues)
(9) CC1(O)CC2C(CC1SCCO)C2(C)C (centres undefined)
(10) CC(C)=CC(O)C/C(C)=C/CC/C(C)=C/CCC1(C)C(CCCO)/C(=C(/C)C=O)CCC1(C)O (centres undefined)
(11) CC(=O)SC(Cc1ccccc1)(Cc1ccccc1)SC(C)=O
(12) Cc1cccc(Cl)c1N=Nc1c(C)nc(N)nc1C
(13) O=S=C(c1ccccc1)N(Cc1ccccc1)Cc1ccccc1
(14) CC(=O)c1cc(C(C)=O)c(CC(=O)C(=O)Nc2ccc(Cl)cc2Cl)nc1CC(=O)C(=O)Nc1ccc(Cl)cc1Cl
(15) CC1CCOC(c2ccc(C(C)C)cc2)O1 (centres undefined)
(16) COC(=O)c1c(C(N)=O)c(C)n(NC(N)=O)c1C

Compound	9	10	11	12	13	14	15	16
rad50	-30	19	14	0	96*	-33	8	-6
bub3	-56	5	1	4	97*	-8	9	19
yeast mlh1 rad18	-30	-53	38	8	94*	-23	0	8
mec2-1	-11	5	16	18	96*	47	-2	2
cln2 rad14	-11	17	-17	18	70	32	-10	-47
sgs1 mgt1	-42	10	3	1	97*	-21	3	10

(17) CCCC(=O)N1CCN(c2ccc3c(c2)OC(C)O3)CC1 (centres undefined)
(18) COc1cc(C(=O)CC2=NC3NN(c4ccccc4)C(=O)C3=C2CC(=O)c2ccc(O)c(OC)c2)ccc1O (centres undefined)
(19) CC(=O)OCC(C)CCC(C)COC(C)=O (centres undefined)
(20) O=C1NNCc2c1sc1ccccc21
(21) O=C1c2cccnc2-c2nccc3ccnc1c23
(22) CC(C)=CCc1c(O)ccc(C(=O)[C@H]2C(c3ccc(O)cc3O)CC(C)=C[C@@H]2c2c(O)cc(O)c3c(=O)c(CC=C(C)C)c(-c4ccc(O)cc4O)oc23)c1O (some centres undefined)
(23) O=c1oc2ccc(Cl)cc2n1CN1CCOCC1
(24) CCN(CC)Cn1nnc2ccccc21

Compound	17	18	19	20	21	22	23	24
rad50	2	41	-22	0	75*	88*	2	-2
bub3	6	3	0	-12	58	90*	-34	9
yeast mlh1 rad18	12	36	-32	5	-38	90*	6	38
mec2-1	-22	1	-9	-4	59	90*	-27	15
cln2 rad14	-4	19	-11	-41	46	89*	13	4
sgs1 mgt1	-1	0	-22	-17	63	92*	2	25

Laid out differently: 4 of the compounds above.
no.	SMILES	rad50	bub3	yeast mlh1 rad18	mec2-1	cln2 rad14	sgs1 mgt1
16	COC(=O)c1c(C(N)=O)c(C)n(NC(N)=O)c1C	-6	19	8	2	-47	10
17	CCCC(=O)N1CCN(c2ccc3c(c2)OC(C)O3)CC1 (centres undefined)	2	6	12	-22	-4	-1
18	COc1cc(C(=O)CC2=NC3NN(c4ccccc4)C(=O)C3=C2CC(=O)c2ccc(O)c(OC)c2)ccc1O (centres undefined)	41	3	36	1	19	0
19	CC(=O)OCC(C)CCC(C)COC(C)=O (centres undefined)	-22	0	-32	-9	-11	-22

(more compounds)
(25) ClCC1CCCO1 (centres undefined)
(26) Cc1cc(Br)c(P(=O)(O)O)cc1[N+](=O)[O-]
(27) CC1=CC[P+](Cc2ccccc2)(c2ccccc2)C1 (centres undefined)
(28) COc1ccc(C(=O)CCCCl)c(OC)c1
(29) O=C(Nc1ccccc1)c1cc(Cl)ccc1O
(30) CCCCCCCCCCCCCCCC(=O)NCC[N+](C)(C)C
(31) COc1cc(C(=O)NNC(=O)c2ccc(Cl)c(Cl)c2)cc(OC)c1OC
(32) Cc1ccc(S(=O)(=O)OC[C@H]2CCCC[C@H]2COS(=O)(=O)c2ccc(C)cc2)cc1

Compound	25	26	27	28	29	30	31	32
rad50	23	74*	-25	1	63	100*	24	-2
bub3	25	4	8	.	75*	100*	33	0
yeast mlh1 rad18	26	64	9	-10	84*	100*	35	9
mec2-1	13	43	15	-22	76*	100*	34	1
cln2 rad14	3	-3	4	.	58	99*	18	2
sgs1 mgt1	31	72*	22	.	72*	100*	20	26

(33) OCCC1CCNCC1
(34) COc1ccc(C2SC(N)=Nc3c2c(C)nn3C(=O)c2ccccc2O)cc1OC (centres undefined)
(35) CC(=O)OCC(OC(C)=O)C(OC(C)=O)C(OC(C)=O)c1cnn(-c2ccccc2)n1 (centres undefined)
(36) NS(=O)(=O)c1ccc2c(c1)OCCOCCOCCOCCO2
(37) Clc1cc2c(c3c1CONC3)OCO2
(38) N#CC12CCC(O)C(CC1)C2=O (centres undefined)
(39) O=c1oc2cccnc2n1CCCCN1CCN(c2ccccc2)CC1
(40) Nc1ccc(Nc2cc(=O)[nH]c(=O)[nH]2)cc1Cl

Compound	33	34	35	36	37	38	39	40
rad50	9	53	4	-38	0	20	36	6
bub3	18	74*	6	-35	-7	-4	27	-3
yeast mlh1 rad18	2	65	6	-39	-8	21	45	-21
mec2-1	20	35	13	-40	-10	1	34	7
cln2 rad14	13	-19	-23	-28	-42	15	22	6
sgs1 mgt1	15	75*	-20	-22	-9	10	47	14

(41) CN(C)C(=O)/C=C/c1c[nH]c(=O)[nH]c1=O
(42) [O-][n+]1ccccc1Sc1nc(Sc2cccc[n+]2[O-])nc(Sc2cccc[n+]2[O-])n1
(43) N#C/C(=C\N1C(=O)/C(=C/c2cccc([N+](=O)[O-])c2)SC1=S)c1nc2ccccc2s1
(44) CC(=O)Nc1ccc2nncnc2c1
(45) O=C(N=Nc1c(O)[nH]c2ccc(Br)cc12)c1ccncc1
(46) NC(=S)c1ccccc1N=Cc1cccs1
(47) C/C(=N\N=C(N)N)c1cnc(N)nc1C
(48) Cc1cc2c(C(C)C)c(O)c(O)c(C=Nc3ccccc3[N+](=O)[O-])c2c(O)c1-c1c(C)cc2c(C(C)C)c(O)c(O)c(C=Nc3ccccc3[N+](=O)[O-])c2c1O

Compound	41	42	43	44	45	46	47	48
rad50	-6	90*	17	3	-2	27	-3	-14
bub3	-3	90*	15	-27	8	54	-4	-17
yeast mlh1 rad18	3	88*	19	-32	-10	42	10	-2
mec2-1	-2	92*	7	-12	3	16	-1	-20
cln2 rad14	19	90*	1	7	3	-8	-29	-22
sgs1 mgt1	1	93*	35	-19	10	14	-1	-20

(49) O=C1C(c2ccccc2)=S=C2C=CC=CN12
(50) CC(=O)OCCNC(=O)C(C)OC(C)=O (centres undefined)
(51) C=C1CC23CC[C@H]4[C@@](C)(CCC[C@@]4(C)C(=O)OC4OC(CO)C(O)C(O)C4O)[C@@H]2CC[C@@]1(OC1OC(CO)C(O)C(O)C1OC1OC(CO)C(O)C(O)C1O)C3 (some centres undefined)
(52) c1cc2cccc3c4cccc5cccc(c(c1)c23)c54
(53) O=C1OC(=O)[C@H]2[C@@H]1[C@H]1C=C[C@@H]2OC1=O
(54) Oc1ccc(O)c(CCCCCc2cc(O)ccc2O)c1
(55) COc1cc(C(=O)NC(=S)NC2CCCCCCCCCCC2)cc(OC)c1OC
(56) N#C/C(=C\c1ccc(Cl)cc1Cl)C(N)=S

Compound	49	50	51	52	53	54	55	56
rad50	85*	24	-7	-19	4	76*	8	95*
bub3	42	-6	-39	-4	-32	70*	6	89*
yeast mlh1 rad18	79*	19	-16	-15	-32	98*	5	96*
mec2-1	41	8	-39	-23	-1	37	-15	95*
cln2 rad14	-1	4	25	11	0	34	2	87*
sgs1 mgt1	17	15	-38	-18	-11	66	7	98*

(57) c1ccc2c3c(ccc2c1)Oc1ccc2ccccc2c1C3CCC1c2c(ccc3ccccc23)Oc2ccc3ccccc3c21
(58) CCOC(=O)C(=O)C(Cc1ccccc1)C(=O)OCC (centres undefined)
(59) CCC(=O)c1cccc(-c2ccccc2)c1C
(60) C=C(C)C(=O)OC1CC23OC2CC(COC3O)C2OC2C2OC(=O)C(=C)C12 (centres undefined)
(61) CCCCCCCCS(=O)(=O)NC
(62) CCOc1ccc(N2C(=O)NC3(c4ccccc4)N(C)C(=O)N(C)C23c2ccccc2)cc1 (centres undefined)
(63) Nc1ccc(-c2ccc(F)cc2)c(C(=O)O)c1F
(64) CCCCNc1nc2nc[nH]c2c(=O)[nH]1

Compound	57	58	59	60	61	62	63	64
rad50	-9	0	7	11	1	-3	26	-5
bub3	-17	12	12	1	16	17	-12	-29
yeast mlh1 rad18	8	-7	12	-17	6	-17	37	-48
mec2-1	-20	-4	-14	3	-10	-8	13	-6
cln2 rad14	2	-46	4	-47	-10	1	-7	-2
sgs1 mgt1	-5	10	-2	-19	-9	14	29	-13

(65) Cc1ccc2c(c1-c1ccccc1)C(=O)OC2
(66) CC1=NN2C(=O)CSC2=NC(C)(C)C1
(67) O=C1CC[C@@H](C(=O)Nc2cccc3ccccc23)N1
(68) O=c1[nH]c(C(F)(F)F)c(CCc2ccccc2)c(=O)[nH]1
(69) CC(=O)NC(c1ccc(F)cc1)(c1ccc(F)cc1)C(F)(F)F
(70) Nc1ccc2ccsc2c1
(71) NC(=S)N=Nc1c(O)[nH]c2ccccc12
(72) CC(C)SC(=S)S(=O)(=O)c1ccc(Cl)cc1

Compound	65	66	67	68	69	70	71	72
rad50	-5	-5	-7	4	40	2	13	99*
bub3	6	-6	11	36	43	13	10	100*
yeast mlh1 rad18	-3	-10	21	30	41	36	7	100*
mec2-1	-3	-13	8	20	11	-23	-10	100*
cln2 rad14	5	26	-24	-4	36	17	5	78*
sgs1 mgt1	2	7	8	37	42	26	-6	100*

(73) COc1ccc2c(c1)C(N)CC2=O (centres undefined)
(74) CSc1ncc(CO)c(NC(C)(C)C)n1
(75) CCCc1cc(=O)n(CCCc2ccccc2)c(=O)[nH]1
(76) CCOC(=O)c1cc(C(O)C(O)C(O)CO)oc1C (centres undefined)
(77) CN(C=O)c1ccccc1C(=O)O
(78) CC(=O)OC(COC(c1ccccc1)(c1ccccc1)c1ccccc1)C(OC(C)=O)C(COC(c1ccccc1)(c1ccccc1)c1ccccc1)OC(C)=O (centres undefined)
(79) C=C1C(=O)OC2CC(C)C3CC(O)OC(OCC)C3(C)CC12 (centres undefined)
(80) Cc1ccc(S(=O)(=O)c2c(N)nc(N)nc2N)cc1
(81) C=C1c2nc3ccccc3n2C=C(c2ccccc2)N1c1ccc(C)cc1
(82) CCCCCCCCCCCCCC(=O)CCCC

Compound	73	74	75	76	77	78	79	80	81	82
rad50	14	3	-4	15	1	-26	24	10	-17	-10
bub3	2	-1	15	22	2	-7	32	12	-21	-2
yeast mlh1 rad18	-13	10	18	18	10	-15	-17	1	-5	-18
mec2-1	8	6	1	2	2	-8	20	13	-7	-8
cln2 rad14	9	-20	-8	-13	-17	-19	23	3	3	-22
sgs1 mgt1	1	1	13	-6	-4	-22	12	-13	-29	2
